Screening data: PubChem, National Center for Advancing Translational Sciences (NCATS)
AMA1-RON2 inh: AMA1-RON2 (P. falciparum) interaction inhibition; AlphaScreen AMA1-biotinylated RON2 peptide binding; Potency, µM (series often up to 58.2 µM), for the others: top-dose activity change, negative = inhibition, most hits filed as inhibitors; hit rate 0.2% among 360,000;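 further: potency means the concentration at half of the fitted maximal effect; 0% = vehicle wells and -100% = peptide control; nearly all actives have a fitted effect of over 45% in size; some results filed as inactive show a strong effect at the top dose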
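AMA1 (3D7) with his tag at 25 nM final met compounds first, then biotinylated RON2 peptide at 25 nM; detection used donor plus acceptor beads, 10 µg/mL apiece, read by AlphaScreen after 30 min at room temperature.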
LmPK inhibitor: LmPK (Leishmania mexicana) enzyme inhibition | Q27686 | purified LmPK, Kinase-Glo ATP luminescence, 1 h | Potency, µM (series often up to 57.5 µM), without a hit: top-dose activity change, negative = inhibition, actives largely listed as inhibitors | hit rate 0.37% among 290,000; further: potency means the concentration at half of the fitted maximal effect
Target sequence (Q27686 whole entry, looked up): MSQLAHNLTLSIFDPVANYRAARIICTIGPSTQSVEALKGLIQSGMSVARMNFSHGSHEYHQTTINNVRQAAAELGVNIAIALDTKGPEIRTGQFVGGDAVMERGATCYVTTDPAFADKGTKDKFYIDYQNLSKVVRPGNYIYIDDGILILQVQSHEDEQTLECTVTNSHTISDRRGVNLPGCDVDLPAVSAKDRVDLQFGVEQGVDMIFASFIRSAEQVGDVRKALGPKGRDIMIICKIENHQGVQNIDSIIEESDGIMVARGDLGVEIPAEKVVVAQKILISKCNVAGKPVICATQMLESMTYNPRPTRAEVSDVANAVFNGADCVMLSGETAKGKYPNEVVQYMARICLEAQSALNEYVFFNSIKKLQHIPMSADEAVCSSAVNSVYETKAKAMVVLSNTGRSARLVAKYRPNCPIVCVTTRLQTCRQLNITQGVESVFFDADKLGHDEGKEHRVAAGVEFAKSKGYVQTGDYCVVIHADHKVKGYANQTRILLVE
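qHTS format; LmPK 0.1 nM; substrates PEP 0.5 mM and ADP 0.1 mM. One-hour room-temperature incubation, then coupled luciferase luminescence; 0.5 nM enzyme wells mark activation.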
AmpC inh detg: blocks E. coli AmpC beta-lactamase in detergent assay | P00811 | AmpC hydrolysis of nitrocefin, absorbance 480 nm, 0.01% Triton | Potency, µM (doses to about 114 µM), for the others: at the highest dose activity change, negative = inhibition, usual class: inhibitors | hit rate 0.041% among 370,000;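 further: potency means the concentration at half of the fitted maximal effect; 0% = no-compound wells and -100% = no-enzyme wells; nearly all actives have a fitted effect of over 25% in size; some results filed as inactive show a strong effect at the top dose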
Target sequence (P00811 whole entry, looked up): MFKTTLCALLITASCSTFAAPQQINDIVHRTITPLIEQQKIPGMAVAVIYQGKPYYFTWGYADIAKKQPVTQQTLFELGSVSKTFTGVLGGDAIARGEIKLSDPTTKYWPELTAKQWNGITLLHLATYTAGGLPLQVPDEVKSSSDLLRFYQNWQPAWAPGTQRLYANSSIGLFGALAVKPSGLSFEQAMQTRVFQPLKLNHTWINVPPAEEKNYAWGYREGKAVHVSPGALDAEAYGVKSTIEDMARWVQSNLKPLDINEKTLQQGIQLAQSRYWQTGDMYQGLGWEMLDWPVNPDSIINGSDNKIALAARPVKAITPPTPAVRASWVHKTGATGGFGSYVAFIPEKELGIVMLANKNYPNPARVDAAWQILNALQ
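AmpC (5.3 nM in the dispensed reagent) in 20 mM phosphate pH 7.0 with 0.01% (detergent screen) or 0.0001% Triton X-100 was preincubated with compounds for 15 min at room temperature. Nitrocefin was then added from an 800 uM solution, and hydrolysis was followed at 480 nm.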
AmpC no deterg: AmpC beta-lactamase inhibition without detergent; AmpC nitrocefin hydrolysis, absorbance 480 nm, 0.0001% Triton; Potency, µM (highest dose often 57.1 µM), without a hit: at the highest dose activity change, negative = inhibition, hits mostly inhibitors; hit rate 0.52% among 330,000; AID 485341;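 further: potency means the concentration at half of the fitted maximal effect; plate controls were no compound for no effect and no enzyme for full effect; nearly all actives have a fitted effect of over 20% in size; some results filed as inactive show a strong effect at the top dose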
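AmpC (5.3 nM in the dispensed reagent) in 20 mM phosphate pH 7.0 with 0.01% (detergent screen) or 0.0001% Triton X-100 was preincubated with compounds for 15 min at room temperature. Nitrocefin was then added from an 800 uM solution, and hydrolysis was followed at 480 nm.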
HCMV antiviral: blocks human cytomegalovirus replication; hit rate 4.5% among 410,000; HFF cells, HCMV-luciferase reporter, 72 h; hits give low values; AID 1259415; activity change, negative = inhibition, % at 57.5 µM; in the data active means activity change below about -60%; inconclusive means no clear call, values can overlap the other calls; inactive means above about -39%
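Steps: HFFs plated, 16 h 37C; compounds added; HCMV-luciferase added to MOI 1 PFU/cell; 72 h 37C; OneGlo reagent, 5 min room temperature; luminescence read, normalized to controls.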
Tb PYK inh: T. brucei pyruvate kinase inhibition. Potency, µM (titrated, usually from 76.8 µM), without a hit: at the top dose activity, negative = inhibition, usual class: inhibitors. AID 624173. TbPYK enzyme, Kinase-Glo Plus ATP luminescence, 45 min. hit rate 0.12% among 410,000. Q57TT1; further: potency means the concentration at half of the fitted maximal effect; nearly all actives have a fitted effect of over 50% in size
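Enzyme and substrate buffer are dispensed first and compound is pin-transferred. ADP at 130 uM final then starts the reaction, which runs 45 min at room temperature. Detection reagent is added for 10 min before luminescence is imaged.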
HCV inh: HCV inhibition; Huh7.5.1 HCVcc-Cre infection, luciferase reporter, 44 h; hit rate 3.4% among 340,000; Potency, µM (doses to about 41.8 µM), for the others: top-dose activity change, negative = inhibition, actives largely listed as inhibitors; further: potency means the concentration at half of the fitted maximal effect
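1,000 cells/well; 4 h culture; + compound; + HCVcc-Cre (~0.5 moi); 44 h; luciferase substrate, RT 15 min; read 15 sec.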
An asterisk follows results filed as active; ? = inconclusive; · = no result given; & = joins results of further samples; [ ] = remark or other dose. Unless noted, the call rests on the fitted dose curve; in most records, active means well fitted curve in the direction sought with a large enough effect; inconclusive means small, poorly fitted or top-dose-only effect, or another doubt; inactive means no such curve, though single readings can be large; an effect the other way counts as inactive or inconclusive. Unless noted, on the % scale 0 is the no-effect control and ±100 the full control effect.

item	structure	AMA1-RON2 inh	LmPK inhibitor	AmpC inh detg	AmpC no deterg	HCMV antiviral	Tb PYK inh	HCV inh
1	O=C(NCCCN1CCOCC1)c1ccc2nc(Cc3cccc(Cl)c3)oc2c1	7%	-8%	-2%	67%[activator]	11	-6%	?
2	CC(=O)N1CCN(Cc2nc3cc(Cl)ccc3c(=O)[nH]2)CC1	22%	2%	4%	-21%	?	6%	14%
3	Cc1nc2sc(C(c3cccc(F)c3)N3CCCC(C)C3)c(O)n2n1 (stereo not drawn)	-1%	5%	-12%	19%	53	3%	17%
4	COc1cc(C(c2c(C)[nH]n(-c3ccccc3)c2=O)c2c(C)[nH]n(-c3ccccc3)c2=O)cc(OC)c1OC	-11%	0%	-5%	-19%	1	-23%	15%
5	CCOc1ccc(-c2c(C)nn3c(C)c(C(=O)NCc4ccc(Cl)cc4)cnc23)cc1OCC	·	·	-8%	·	-10	-2%	·
6	COc1ccc(Nc2nc(N)nc(CSc3nnc(N)s3)n2)cc1	-6%	-11%	3%	-14%	34	-5%	-23%
7	CCC(CO)Oc1cc(NCc2ccc(OC)cc2)c2ncn(C(C)C)c2c1 (stereo not drawn)	-24%	·	7%	24%	16	-1%	?
8	O=C(Nc1cccc(Cl)c1)c1cccc(N2C(=O)C3CC=CCC3C2=O)c1 (stereo not drawn)	-9%	-17%	-13%	-30%	?	0%	-17%
9	Oc1ccc(NCc2cccc(OCc3ccc(F)cc3)c2)cc1	31%[activator]	-2%	2%	-56%	-39	?	6%
10	Nc1ncc(Br)cc1S(=O)(=O)NCCC(=O)N1CCN(c2ccccn2)CC1	13%	0%	-15%	28%	-30	5%	27%
11	c1ccc(N(c2ccccc2)c2nc(N3CCOCC3)nc(N3CCOCC3)n2)cc1	·	10%	3%	-20%	·	·	·
12	CN(C(=S)NC(=O)/C=C/c1ccc(F)cc1)C1CCCCC1	32%[activator]	2%	-8%	-39%	-76*	-12%	4%
13	COc1cccc(/C=C2\SC(=S)N(C(C(=O)O)c3ccccc3)C2=O)c1OC (stereo not drawn)	24%	4%	-6%	-33%	-11	-7%	-11%
14	CCc1noc(C)c1C(=O)Nc1ccc(C(F)(F)F)cc1	0%	0%	2%	0%	32	29%	21%
15	C/C(=N/NS(=O)(=O)c1ccc(Br)cc1)c1cccc(NC(=O)C2CC2)c1	-9%	·	·	·	-24	1%	·
16	N#Cc1ccccc1Cn1cc(C(=O)C2CC2)c2ccccc21	-1%	4%	3%	-9%	4	-2%	?
17	CC(O)(c1cccc(F)c1)c1nc(-c2ccc3c(c2)OCO3)cs1 (stereo not drawn)	-1%	·	·	·	-12	0%	·
18	CSc1ccc(CCNC(=O)c2cnn(-c3ccccc3)c2-n2cccc2)cc1	·	·	16%	·	-13	0%	·
19	Nc1nc2c(ncn2C2CCCC2)c(=O)[nH]1	5%	·	·	·	8	-4%	-4%
20	Cn1nc(OC(=O)Nc2ccccc2)cc1C(F)(F)F	·	-16%	?	-19%	·	·	·
21	CN(Cc1ccco1)C(=O)C1CCC(=O)N(CCc2cccc(F)c2)C1 (stereo not drawn)	0%	-1%	-3%	45%	?	3%	1%
22	O=C(NCCCN1CCN(c2ccccc2F)CC1)C1CCC(=O)N1C1CCCCC1 (stereo not drawn)	-3%	1%	-9%	1%	27	-10%	-11%
23	CCCNC(=O)C1(C)CCN(C(=O)/C=C/c2ccccc2)C1 (stereo not drawn)	-5%	·	·	·	-1	-5%	·
24	O=C(O)c1cccc(NC(=O)c2ccc(Cl)c(S(=O)(=O)N3CCCCCC3)c2)c1	0%	3%	-7%	-28%	105	-4%	4%
25	CCCCCCC(=O)N/N=C/c1c(O)n(CCCC)c(=S)[nH]c1=O	31%[activator]	3%	-3%	-30%	30	2%	-1%
26	CN(Cc1ccc(Cl)cc1)C(=O)c1ccc(S(=O)(=O)NCc2ccco2)cc1	-9%	·	?	-3%	-37	4%	-27%
27	CCC(=O)Nc1ccc(S(=O)(=O)NCC2CCCO2)cc1 (stereo not drawn)	22%	-1%	0%	-17%	-32	-2%	-10%
28	CCC(Sc1ncnc2sc3c(c12)CCCC3)C(=O)OCC(C)C (stereo not drawn)	·	·	14%	·	-5	-3%	·
29	O=C(CCCO)CCCCCCCCC[C@H]1N[C@H](CO)[C@@H](O)[C@@H]1O	11%	-1%	-6%	-17%	-9	-4%	-6%[8.37 µM]
30	CCCCN1C(=O)C(CC(=O)NCc2ccco2)CC(C(=O)N(C)C)=C1C (stereo not drawn)	-5%	·	·	·	49	0%	·
31	CC(=O)Nc1cc(-c2cccc(N)c2)cn2c(-c3ccc(C(C)=O)cc3)cnc12	-25%	·	·	·	-16	-28%	·
32	CC1CC(CCN)(c2ccccc2)C(C)CN1C (stereo not drawn)	-12%	2%	-4%	2%	?	0%	16%
33	Cc1cc2[nH]cnc2c([N+](=O)[O-])c1C	-2%	5%	-1%	49%	-11	3%	-15%
34	CCOc1ccc(C(=O)Nc2cccc(-n3cnnn3)c2)cc1OCC	1%	-4%	-15%	7%	1	3%	?
35	O=C(Nc1ccncc1)c1ccc(NS(=O)(=O)c2ccc3[nH]c(=O)[nH]c3c2)cc1	-20%	-8%	3%	-6%	7	-6%	-4%
36	O=C(CN1CCN(Cc2ccccc2Cl)C1=O)NCCc1ccc(Cl)cc1	·	·	11%	·	-25	1%	·
37	O=C1C2C3C=CC(C2C(=O)N1C1CCCCC1)C1C(=O)N(C2CCCCC2)C(=O)C31 (stereo not drawn)	3%	6%	2%	-4%	13	-4%	15%
38	Cc1cccc(-n2c(O)c(C)c(=O)[nH]c2=S)c1	0%	4%	3%	1%	?	-15%	-9%
39	CCN1CCN(C(=O)C(C)Nc2ccc(OC)cc2OC)CC1 (stereo not drawn)	-9%	9%	-1%	-26%	19	12%	-3%
40	COCCCNC(=O)CCc1c(C)nc2nc(-c3cc(OC)cc(OC)c3)nn2c1C	·	·	-8%	·	0	-3%	·
41	O=C(Nc1cccc(C(=O)O)c1)/C(=C/c1ccccc1)NC(=O)c1cccc(Br)c1	0%	·	·	·	28	3%	-5%
42	CCCn1c(SCC(=O)Nc2cccc(S(=O)(=O)NC3=NCCCCC3)c2)nc2ccccc2c1=O	15%	-7%	1%	-19%	-30	1%	-18%
43	Cc1nc(C(=O)NNC(=O)c2ccc(Cl)cc2)cs1	103%[activator]	-6%	2%	-11%	-101*	-1%	?
44	Cc1ccc2c(c1)CC(C)N2S(=O)(=O)c1nnc(NC(=O)C(C)C)s1 (stereo not drawn)	·	·	-4%	·	0	11%	·
45	OC(c1ccc(F)cc1)c1nc(-c2ccccc2)cs1 (stereo not drawn)	6%	·	·	·	48	-5%	·
46	Cc1cc(C)nc(-n2nc(C)c3c2N(Cc2ccccc2C)C(=O)CC3c2ccc(Cl)cc2)n1 (stereo not drawn)	·	·	23%	·	-10	4%	·
47	Cc1cc(NC(=O)Cn2cnc3c2c(=O)n(C)c(=O)n3C)n(-c2ccccc2)n1	4%	1%	?	0%	-18	-1%	10%
48	NC(=S)N(c1ccccc1)c1ccccc1	9%	0%	5%	38%	-13	0%	10%
49	N#Cc1ccc(C23CC4(C2)[C@H](CN(Cc2ccc(C(F)(F)F)cc2)[C@@H]4c2ccccc2)C3c2ccccc2)cc1 (stereo partly drawn)	-7%	6%	3%	-29%	?	3%	2%
50	Cc1ccc(C)c(SCC(=O)NC(=O)NC2CCCC2)c1	17%	·	4%	-18%	-19	2%	-22%
51	Cc1cccc(NC(=O)c2cccc(S(=O)(=O)Nc3ccccc3C(=O)O)c2)c1	-7%	9%	7%	-29%	-1	3%	2%
52	Cc1cc2occ(CC(=O)N(C)CC(=O)Nc3c(C)cccc3C)c2cc1C	-14%	·	?	91%[activator]	-16	-5%	-25%
53	COc1cccc(NC(=O)CN2CC(c3ccccc3)CC2=O)c1 (stereo not drawn)	-8%	6%	-11%	2%	13	-3%	6%
54	N#CCc1cccnc1Sc1ccc(Cl)cc1	-4%	·	·	·	-2	0%	7%
55	COC(=O)C(Cc1c[nH]c2ccccc12)NC(=O)C1CC1 (stereo not drawn)	3%	0%	2%	-11%	-31	-7%	5%
56	CC1(C)CC(=O)C2=C(C1)N(Cc1ccco1)C(=O)C2(NC(=O)C1CCCCC1)C(F)(F)F (stereo not drawn)	6%	10%	-3%	31%	8	-3%	6%&3%
57	O=C(COC(=O)c1ccccn1)NC(=O)c1ccccc1	4%	·	-5%	-16%	0	0%	3%
58	Cc1nn(C)c(C)c1/C=N/NC(=O)c1csc2ccccc12	254%[activator]	6%	-5%	-16%	-9	-5%	-11%
59	CCOC(=O)c1c(C)[nH]c(C)c1S(=O)(=O)N1CCN(c2cccc(C(F)(F)F)c2)CC1	·	·	13%	·	-101*	4%	·
60	COC(=O)C1=C(c2ccc(F)cc2OCc2ccccc2)C[C@@H]2CC[C@H]1N2C(=O)NCc1ccccc1Cl	0%	·	-7%	-15%	-63*	1%	?

Continued.
item	structure	AMA1-RON2 inh	LmPK inhibitor	AmpC inh detg	AmpC no deterg	HCMV antiviral	Tb PYK inh	HCV inh
61	NC1=NC(=O)NC1(c1ccccc1)c1ccccc1	0%	·	·	·	8	-7%	13%
62	Cc1ccc(Cn2c(N3CCN(CCO)CC3)nc3c2c(=O)n(C)c(=O)n3C)cc1	6%	-3%	1%	41%	-10	3%	7%
63	Cc1ccc2[nH]c3c(=O)n(CCN4CCNCC4)cnc3c2c1	4%	-1%	-1%	-5%	66	-7%	18%
64	FC(F)(F)c1cc(Cl)c2nnc(C(F)(F)Cl)n2c1	2%	-6%	3%	-1%	-38	-4%	2%
65	CC1(CCc2ccccc2)NC(=O)N(CC(=O)Nc2c(F)cccc2F)C1=O (stereo not drawn)	2%	·	·	-5%	14	-9%	12%
66	COc1ccc(C(c2nnnn2-c2c(C)cccc2C)N2CCN(C/C=C/c3ccccc3)CC2)cc1 (stereo not drawn)	-19%	·	·	·	-13	2%	·
67	O=C(COC(=O)c1ccccc1NC(=O)c1ccco1)NCC1CCCCC1	4%	1%	?	-20%	47	-2%	-10%

Full records as entered above. Order of values: AMA1-RON2 inh, LmPK inhibitor, AmpC inh detg, AmpC no deterg, HCMV antiviral, Tb PYK inh, HCV inh
Shown for NC1=NC(=O)NC1(c1ccccc1)c1ccccc1 : 0%, ·, ·, ·, 8, -7%, 13%
Shown for COc1ccc(C(c2nnnn2-c2c(C)cccc2C)N2CCN(C/C=C/c3ccccc3)CC2)cc1 (stereo not drawn) : -19%, ·, ·, ·, -13, 2%, ·
